IMP-1 inhibitor – inhibitors of Pseudomonas aeruginosa IMP-1 metallo-beta-lactamase; inhibition, % at 5.6 µM; AID 1556; 0.45% of 290,000 active; purified IMP-1, nitrocefin hydrolysis, epi-absorbance fluorescence;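 active = inhibition above the mean plus 3 SD of all compounds in the same screening run, cut at about 4.5% in these data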;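 also: 0% = IMP-1 with DMSO and 100% = DMSO wells lacking enzyme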
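Assay system: purified IMP-1; Quantity: IMP-1 0.2 nM before substrate addition; Medium: HEPES buffer pH 7.1 with ZnSO4 and Brij 35; Incubation: 15 min enzyme–compound preincubation, then 25 min nitrocefin reaction, 25 °C; Signal: fluorescence quenching readout, ex 480/em 530 nm; Controls: DMSO with and without IMP-1; Repeats: singlicate testing.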
IDE inh – inhibitors of human insulin-degrading enzyme in cells. P14735. HEK cells, FAbetaB cleavage, fluorescence polarization. inhibition, % at 5.59 µM. 0.41% of 320,000 active. AID 434962;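 active = percent inhibition above the average of all tested compounds plus 3 SD, set per screening campaign, cut at about 16% in these data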;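 also: IDE supplied by intact live HEK cells; FP after avidin binding of uncleaved biotin substrate so inhibition keeps polarization high; 0% = DMSO wells and 100% = 60 µM reference IDE inhibitor Ii1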
Target sequence (P14735 whole entry, looked up): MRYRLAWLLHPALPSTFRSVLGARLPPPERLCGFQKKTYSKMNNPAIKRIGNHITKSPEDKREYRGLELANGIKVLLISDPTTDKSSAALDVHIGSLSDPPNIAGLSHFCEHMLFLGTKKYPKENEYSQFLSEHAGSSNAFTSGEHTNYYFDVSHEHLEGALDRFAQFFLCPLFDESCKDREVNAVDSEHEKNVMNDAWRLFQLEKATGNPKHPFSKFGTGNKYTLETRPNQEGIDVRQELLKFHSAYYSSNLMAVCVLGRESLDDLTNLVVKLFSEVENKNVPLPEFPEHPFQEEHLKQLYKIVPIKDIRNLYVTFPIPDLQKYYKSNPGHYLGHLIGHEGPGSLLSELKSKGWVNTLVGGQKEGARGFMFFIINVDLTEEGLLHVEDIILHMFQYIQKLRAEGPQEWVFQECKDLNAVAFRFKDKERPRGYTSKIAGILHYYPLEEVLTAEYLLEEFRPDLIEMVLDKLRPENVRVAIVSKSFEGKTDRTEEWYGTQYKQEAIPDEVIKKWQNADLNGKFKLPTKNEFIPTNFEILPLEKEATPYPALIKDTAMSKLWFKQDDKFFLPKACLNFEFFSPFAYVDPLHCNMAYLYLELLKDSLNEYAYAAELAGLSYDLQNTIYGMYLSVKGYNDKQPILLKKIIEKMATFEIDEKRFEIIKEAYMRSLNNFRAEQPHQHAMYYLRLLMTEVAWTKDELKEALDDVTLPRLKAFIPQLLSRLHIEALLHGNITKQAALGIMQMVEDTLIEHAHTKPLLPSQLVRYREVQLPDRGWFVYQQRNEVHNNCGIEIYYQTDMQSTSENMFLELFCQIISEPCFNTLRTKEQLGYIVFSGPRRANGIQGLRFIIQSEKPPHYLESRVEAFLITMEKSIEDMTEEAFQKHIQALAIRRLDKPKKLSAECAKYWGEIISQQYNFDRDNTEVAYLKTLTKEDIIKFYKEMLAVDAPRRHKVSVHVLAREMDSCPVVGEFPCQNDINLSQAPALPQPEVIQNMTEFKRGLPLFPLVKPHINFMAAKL
p-CIP stab down – lowers stability of the mouse p/CIP coactivator protein; F442A p/CIP-EGFP cells, EGFP fluorescence, 16 h; Q05BA5; 0.01% of 290,000 active; decrease of EGFP signal, % at 10 µM; AID 1984;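 active = EGFP signal decrease of at least 30% at 10 µM or well 3 SD below plate mean, unless failing retest; inactive = the rest, including hits failing retest or dose response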; also: some compounds called inactive have numbers as strong as hits; many of its hits are not listed in these tables
IDE act – IDE (human) activation, cell-based. P14735. HEK cells, FAbeta-B cleavage, fluorescence polarization; 0% vehicle, 100% cell-free pure enzyme wells. activation, % at 5.96 µM. 0.073% of 340,000 active. AID 493087;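 active = activation above the mean of all tested compounds plus 3 SD, set per screening campaign, cut at about 17% in these data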
GPR7 antag – blocks human GPR7 receptor signaling; inhibition, % at 4.4 µM; GPR7-expressing cells, fluorescence antagonist assay; 1.1% of 290,000 active; P48145; in the data active = inhibition above about 16%, passing the limit was not always enough;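 also: cells stimulated with the agonist NPW; 0% = agonist with vehicle and 100% = vehicle without agonist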
PHOSPHO1 block – PHOSPHO1 (human) inhibition; Q8TCT1; recombinant PHOSPHO1, absorbance phosphatase assay; inhibition, % at 13.3 µM; 1.1% of 290,000 active; in the data active = inhibition above about 60%
VIM-2 inhibitor – inhibitors of Pseudomonas aeruginosa VIM-2 metallo-beta-lactamase; purified VIM-2, nitrocefin hydrolysis, epi-absorbance fluorescence; inhibition, % at 5.6 µM; 0.89% of 290,000 active; AID 1527;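 active = inhibition above the mean of all tested compounds plus 3 SD, cutoff set per screening run, cut at about 7.5% in these data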;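 also: red hydrolysis product quenches plate fluorescence so inhibitors raise well fluorescence; 0% = enzyme with DMSO and 100% = DMSO without enzyme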
M18AAP inhibitor – blocks P. falciparum M18 aspartyl aminopeptidase; recombinant PfM18AAP, H-Glu-NHMec fluorogenic cleavage; inhibition, % at 7.35 µM; 1.2% of 290,000 active;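 active = inhibition above the campaign mean inhibition over all tested compounds plus 3 SD, cut at about 28% in these data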;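 also: 0% = plate median of test compound wells and 100% = 2 mM ZnCl2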
NALP1 inh – NALP1 inhibition; AID 2071; S. cerevisiae NALP1/ASC/caspase-1 growth, X-gal OD620, 72 h; 0.61% of 280,000 active; inhibition, % at 10 µM; in the data active = inhibition mostly above about 24%, no sharp cut-off; inactive = mostly below about 32%; also: some compounds called inactive have numbers as strong as hits
* = called active by the depositor; / = not tested or not shown. Random draw from the library. Share with any hit: about 5.3%.

smiles	IMP-1 inhibitor	IDE inh	p-CIP stab down	IDE act	GPR7 antag	PHOSPHO1 block	VIM-2 inhibitor	M18AAP inhibitor	NALP1 inh
CCOC(=O)CC1OC(=O)c2cc3c(cc21)C(=O)OC3CC(=O)OCC (centres undefined)	-3.3	3	8	1	-12	-16	-1.6	-3	-5
Cc1nc(NC(=O)CCCC(=O)Nc2nc(C)c(C)s2)sc1C	-4.5	5	-9	6	-11	-7	-2.5	2	28
COCC(=O)Nc1ccc(OCc2ccccc2)cc1	-2.2	1	3	4	5	-2	1.1	-15	35
O=C(NCC1CCCO1)c1nc2c(nnn2Cc2ccccc2Cl)c(=O)[nH]1 (centres undefined)	-2.2	1	-7	-1	-1	-3	-4.2	-4	-65
Cc1cccc(-n2nnc(C(=O)NCc3ccccn3)c2N)c1	-2.0	3	-17	-1	-1	26	-1.8	-2	32
COc1ccc(Cl)cc1NC(=O)CN(C)C(=O)COc1ccccc1F	2.3	6	11	2	0	11	-2.6	-1	-1
N#C/C(=N\Nc1cccc(F)c1)C(=N)N1CCCCCC1	-3.0	-4	4	5	-6	-23	-2.6	-3	-6
O=C(Oc1ccc(/C=N/NC(=O)c2ccccn2)cc1)c1cccc(Br)c1	-3.0	/	-10	3	-10	13	-5.4	4	-9
CC(=O)c1coc2ccc(OCCN3CCCCC3)cc12	-2.5	-1	5	2	-9	10	-2.3	0	11
Cc1ccc(C(=O)/C=C/c2cc(Br)cc(Br)c2O)o1	-2.9	16*	-4	-13	5	28	-5.9	15	8
CC(C)NC(=O)C(=O)NCCCN1CCOCC1	-2.5	7	-4	0	-12	39	-5.5	-4	1
N#Cc1ccc(C2=NC(C(F)(F)F)(C(F)(F)F)c3c(n(Cc4ccco4)c(=O)[nH]c3=O)N2)cc1	-3.4	-6	-17	6	-15	9	-2.3	-3	3
COc1ccc(N2Cc3ccccc3C2=NC(=O)c2cncc(Br)c2)cc1	-2.5	2	-3	4	-10	36	-3.7	2	-7
Cc1c(NC(=O)CCC(=O)N2CCOCC2)c(=O)n(-c2ccccc2)n1C	-1.9	-3	-2	2	-8	-2	0.2	-2	14
CCC(=NCCc1ccccc1)C1=C(O)CCC1=O	0.1	3	1	-5	-13	-15	-1.4	-3	-4
COc1ccc(OCCNC(=O)c2ccccc2OCC(=O)N2CCCCC2)cc1	-0.7	0	-4	-2	-8	-23	-3.0	-4	-80
Cc1cc2cc(C)c3nnc(SCC(=O)N4CCCc5ccccc54)n3c2cc1C	-0.3	-3	-4	/	-6	2	0.5	1	34
CC(=O)c1ccc(S(=O)(=O)N2CCN(CC#N)CC2)cc1	-1.5	-6	2	3	2	8	-1.4	7	/
COc1ccc(N2CCN(C(=O)CSc3nc4cc(OC)c(OC)cc4cc3C#N)CC2)cc1	/	8	-5	8	/	56	/	/	23
Cc1cc(N2CCOCC2)nc2ccc(NC(=O)CCC(=O)N3CCN(c4ccccc4)CC3)cc12	-1.1	-2	-4	0	-5	36	-0.1	-4	22
Nn1c(SCC(=O)Nc2ccc(S(N)(=O)=O)cc2)nnc1C(F)(F)F	-2.5	8	4	7	-7	16	-2.0	2	-24
O=C(N/N=C/C(Cl)=C/c1ccc([N+](=O)[O-])cc1)C(=O)Nc1ccccc1C(=O)O	-3.2	-1	3	3	-8	15	-2.8	25	-2
Cc1ccc2nc(NC(=O)CCn3cccc3)sc2c1	-3.9	4	5	-2	-8	11	-1.4	2	-6
CC(=O)Nc1ccc(S(=O)(=O)N(C)CC(=O)OCCOc2cccc(C)c2)cc1	-0.1	-9	3	-1	-3	33	-0.6	-11	28
O=C(CCOc1ccccc1)Nc1ccccc1F	-3.1	-3	-13	-1	1	/	-1.1	-6	12
COc1ccccc1C(=O)Nc1cccc(C(=O)c2ccccc2)c1	-0.2	-5	-12	-1	2	19	-0.5	-11	4
O=C(Nc1ccccn1)C1CCN(S(=O)(=O)c2cccs2)CC1	-3.9	-2	1	-2	-6	3	-3.5	5	-5
OC(COCCOc1ccc(Br)cc1)CN1CCCCC1 (centres undefined)	-1.1	1	9	4	-1	11	0.0	-13	34
CC(C)CC(COCc1ccc(C(F)(F)F)cc1)N1CCN(C(=O)c2ccc(C(F)(F)F)cc2)CCC1=O (centres undefined)	-4.6	1	-4	7	-4	1	-3.8	-3	21
Cc1cccc(-n2c(SCC(=O)NC3CCCC3)nnc2-c2ccoc2C)c1	-5.1	-1	-11	2	-15	-4	-2.5	3	6
CCc1ccc(OC(=O)c2ccn(CC)n2)cc1	-2.1	7	-13	0	15	-18	0.0	2	17
Cc1ccc2c(c1)C(O)(CC(=O)/C=C/C=C/c1ccccc1)C(=O)N2 (centres undefined)	-0.1	0	-8	4	8	0	-1.1	5	26

Just p-CIP stab down, for some of the entries so far:
SMILES	p-CIP stab down
Cc1cccc(-n2c(SCC(=O)NC3CCCC3)nnc2-c2ccoc2C)c1	-11
CCc1ccc(OC(=O)c2ccn(CC)n2)cc1	-13

Going on with the list.
smiles	IMP-1 inhibitor	IDE inh	p-CIP stab down	IDE act	GPR7 antag	PHOSPHO1 block	VIM-2 inhibitor	M18AAP inhibitor	NALP1 inh
O=C(COc1cccnc1[N+](=O)[O-])NCCc1ccc(F)cc1	0.9	-1	1	-1	12	24	1.6	4	13
O=C(c1cc2ccccc2oc1=O)N(Cc1cccc(Br)c1)C1CCS(=O)(=O)C1 (centres undefined)	-1.3	10	-10	1	-12	28	-1.8	-10	10
O=C(CCN1CCN(c2ccccc2)CC1)Nc1ccc(Cl)cc1	-1.5	3	-8	1	-2	2	-3.3	7	30
O=C(NCCc1ccccc1)c1ccccc1NC(=O)C1CCCO1 (centres undefined)	-2.3	-6	-22	-1	20*	29	1.3	5	13
COC1=Cc2c(ccc3ccc(=O)oc23)OC1(C)C	-2.5	9	6	1	-4	-1	1.1	-1	2
CC(=O)Nc1ccc(S(=O)(=O)NCC2CCC(C(=O)NCCC(C)C)CC2)cc1 (centres undefined)	0.1	1	-9	0	6	34	-1.4	-5	0
COc1ccc2oc(C(=O)OCC(=O)N(Cc3ccccc3)C(C)(C)C)c(C)c2c1	-0.7	4	-2	4	8	0	-0.6	-3	9
COc1ccc(-n2ccc(=O)c(C(=O)O)n2)c(OC)c1	-1.9	1	-10	0	-3	39	0.4	-5	12
CCOC(=O)C(CC)(CCC(=O)O)c1csc(N)n1 (centres undefined)	-4.9	1	8	5	-10	19	-5.4	3	-14
O=C(C1CCC(CNS(=O)(=O)c2cccc3cccnc23)CC1)N1CCCC1 (centres undefined)	-1.3	1	1	0	-6	-1	-3.9	-7	12
C=CCS/C(=N\n1cnc2ccccc2c1=O)N1CCCCC1	-1.2	-6	-20	0	20	8	0.4	2	7
CN(CC(=O)Nc1ccccc1Cl)C(=O)c1cccc(S(=O)(=O)N2CCN(c3ccc(F)cc3)CC2)c1	-2.2	5	-31	2	31*	4	0.1	2	19
Nc1c(Cl)cc(Cl)cc1C(=O)OCC(=O)NC1CC1	-3.4	0	4	4	-1	4	-2.0	10	2
CCOc1ccc(NS(=O)(=O)c2csc(C(N)=O)c2)cc1	-0.6	0	-7	4	-2	48	-2.3	-15	3
CCOc1ccc(N=C2SC(C(=O)O)CC(=O)N2C)cc1 (centres undefined)	-2.8	-5	-12	2	-7	-38	-0.5	-1	-12
Cc1nn(C(=O)c2ccco2)c(C)c1Sc1ccccc1	-1.6	6	-25	-3	-9	-9	0.7	-7	-33
O=C(Cc1ccccc1)NCC(=O)OCc1cccc([N+](=O)[O-])c1	-0.8	-1	8	7	-16	2	-1.2	-3	6
Cc1ccc(C(=O)C2CCN(CC(=O)NC3CCCC3)CC2)cc1	-2.0	0	-20	5	-1	11	0.1	-4	8
O=C(CN1CCCCCCC1)NC(=O)NC1CCCCC1	-0.5	-5	15	5	5	1	-2.6	2	14
Cc1cccc(N2CC(C(=O)O)CC2=O)c1 (centres undefined)	-1.1	-2	-7	6	-8	7	-1.7	4	2
CC(c1ccccc1)C1C(C#N)=C(N)SC(N)=C1C#N (centres undefined)	0.7	7	-4	-6	-3	19	-0.8	17	-8
COC(=O)NC(NC(=S)Nc1ccccc1OC)C(Cl)(Cl)Cl (centres undefined)	-4.1	4	-13	2	-2	4	-2.5	0	-3
CN(C)S(=O)(=O)c1cccc(-c2nnc(SCCNCCO)n2-c2ccc(F)cc2)c1	-5.0	4	5	-6	7	1	-1.5	2	18
CC(C)(C)Nc1cccccc1=O	0.1	4	-15	9	1	6	0.4	27	4
COc1ccc(S(=O)(=O)N2CCC(O)(c3ccc(Cl)cc3)CC2)cc1OC	-3.6	0	-1	6	-10	64*	-2.5	2	3
CCOc1ccccc1NC(=O)NCc1ccccn1	-4.4	-1	-4	9	-11	41	-1.4	-1	-2
Cc1ccc2nc(-c3ccc(NC(=O)CSCC(=O)O)cc3)sc2c1	0.1	3	-30	0	13	28	1.9	6	20
COc1cc(/C=N/NC(=O)c2cc(-c3cccs3)nc3ccccc23)ccc1O	-3.7	-6	-4	-1	-9	-10	-5.1	5	6
Cn1c(SCc2ccccc2)nnc1-c1cccs1	-1.2	1	-5	6	0	9	-2.5	10	34
CCN(CC)C(=O)c1cc2cc([N+](=O)[O-])ccc2s1	-5.7	-2	-1	-2	-3	42	-3.1	1	-6
CCN(C#N)c1nc(NC(C)C)nc(NC(C)C)n1	-1.2	-1	-3	8	-14	-14	-0.1	-8	40
COc1ccccc1N1CCN(CCC(=O)Nc2ccc3c(c2)OCO3)CC1	-4.1	-4	-4	-1	-19	-16	-4.5	-6	-3
Cc1ccnc(NC(=O)c2cccc(OC(F)F)c2)n1	-1.2	1	-1	7	-19	0	-0.8	-3	0
CCOC(=O)N1CCN(C(=O)CSc2nc(C)nc3c2c(=O)n(C)c(=O)n3C)CC1	0.3	1	5	2	-1	24	-0.3	-7	-5
O=C(c1ccc(COc2ccccc2Br)o1)N1N=C(C(F)F)CC1(O)C(F)F (centres undefined)	-3.5	-3	1	0	0	38	-4.2	0	26
Cc1ccc(Cn2c(SCC(=O)N3CC(=O)Nc4ccccc43)nc3ccccc3c2=O)cc1	-0.2	1	-3	-3	-7	-6	-0.5	-11	23
CCOC1(OCC)N=C(N)C2(C#N)C(c3cccc(C)c3)C12C#N (centres undefined)	-1.8	-1	0	5	-2	15	-1.5	-4	2
COc1ccc(CCN=C(C)C2=C(O)C(c3ccccc3)OC2=O)cc1OC (centres undefined)	-1.8	1	-3	0	0	60	0.0	-5	2
Cc1cc(C)cc(C(=O)N2CCC(CCC(=O)NC3CC3)CC2)c1	-1.6	7	-2	-2	-19	17	-3.5	3	14
O=C(NC1CCCCC1)C(c1cccs1)N(CCCN1CCOCC1)C(=O)c1ccc(-c2ccccc2)[nH]1 (centres undefined)	-3.1	6	2	7	-7	48	-5.6	4	10
CN1CCOCCOCCOCCN(C)C1=S	-3.3	-1	-12	0	-8	-1	-1.3	-3	-4

Screening data as filed in PubChem BioAssay.
